aSyn rescue = qHTS of alpha-syn Inhibitors. Yeast expressing alpha-synuclein, growth rescue, BacTiter-Glo, 24 h. Potency, µM (doses to about 46.1 µM), for the others: top-dose growth rescue (activation), actives largely listed as activators. actives 0.14% (n = 370,000); note: potency is the fitted concentration of half-maximal effect; % of control where 0% means no effect; nearly all actives have a fitted effect of over 65% in size
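Screening used galactose-induced yeast with toxic alpha-synuclein levels, exposed to compound for 24 hr at 30 deg C. Cell growth, read with BacTiter-Glo luminescence, gave the measured signal.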
FUS suppressor = qHTS for Suppressors of FUS Proteinopathy: Primary screen using FUS-linked yeast assay; S. cerevisiae FUS-expressing, growth rescue, OD600, 24 h; Potency, µM (series often up to 76.6 µM), without a hit: at the highest dose growth rescue (activation), hits mostly activators; actives 0.24% (n = 390,000);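 note: potency is the fitted concentration of half-maximal effect; plate controls were DMSO vehicle for no effect and reference control for full effect; nearly all actives have a fitted effect of over 55% in size; some results filed as inactive show a strong effect at the top dose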
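FUS-expressing yeast, raffinose-pregrown, induced in 2% galactose minimal medium at OD 0.005; compounds in a dilution series, 24hr at 30C. Growth restoration read as absorbance at 600 nm. CP55940 positive control, DMSO negative.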
Abeta rescue = qHTS for compounds that reverse cellular toxicity of Amyloid beta (A-beta) peptide in yeast: Primary Screen; yeast expressing A-beta42, growth rescue, OD600, 48 h; response scale: 0% DMSO, 100% iron-clioquinol control; Potency, µM (top dose mostly 46.1 µM), inactives show at the highest dose growth rescue, hits mostly activators; actives 0.063% (n = 410,000); note: potency is the fitted concentration of half-maximal effect; nearly all actives have a fitted effect of over 55% in size
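Yeast growth medium received pinned compounds, then yeast cells expressing toxic A-beta were added; plates incubated at 30 C for 48 hr. Growth read as absorbance at 600 nm, normalized to DMSO and equimolar FeCl3 plus clioquinol controls.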
GLP1R cytotox = qHTS of GLP-1 Receptor Inverse Agonists: Cytotox Screen | HEK293 cAMP-luciferase reporter cells, luminescence, 24 h | Potency, µM (top dose mostly 38.3 µM), inactives show top-dose activity change, negative = inhibition, most hits filed as inhibitors | actives 0.13% (n = 410,000);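 note: loss of luciferase light is scored as toxicity; potency is the fitted concentration of half-maximal effect; % is set by controls: 0 for no effect and ±100 for the full control effect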
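1536-well qHTS counterscreen of the MLSMR; 200 cells/uL, 12 h pre-incubation, 23 nL cpd, 24 h at 37 deg C 5% CO2, luciferase detection reagent, 12 min RT, luminescence. Inhibition = undesired.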
pAkt inh = HTS Assay for Inhibitors of Akt Phophorylation: Primary Screen | AID 651550, 2012 | actives 0.32% (n = 360,000) | Neuro2A IGF-stimulated pAkt S473 HTRF, 20 min; active compounds read low | activity change, % for hits at 50 µM; in the data active = activity change below about -80%; inconclusive = mostly about -51% to -80%; note: % is set by controls: 0 for no effect and ±100 for the full control effect
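Neuro2A cells in DMEM with 0.5% FBS, overnight at 37 deg C, given compound at single 50 µM final, then IGF (6 nM final) for 20 min at 37 deg C. Lysed; phospho-Akt Ser473 by HTRF after 24 h, 665/615 ratio.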
TDP-43 yeast inh = qHTS of TDP-43 Inhibitors; TDP-43 expressing yeast growth rescue, BacTiter-Glo, 24 h; Potency, µM (top dose mostly 46.1 µM), without a hit: at the top dose growth rescue (activation), usual class: activators; actives 1.8% (n = 410,000); AID 652104, 2013; note: potency is the fitted concentration of half-maximal effect; % of control where 0% means no effect; nearly all actives have a fitted effect of over 50% in size
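Cell-based yeast growth screen: TDP-43 expression induced in galactose, inoculum OD600=0.02 after raffinose pregrowth to mid-log. Read-out BacTiter-Glo luminescence at 24 hr, 30 deg C; inhibition of toxicity seen as signal increase.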
GLP-1R inv ag = qHTS of GLP-1 Receptor Inverse Agonists (Inhibition Mode) | Glucagon-like peptide 1 receptor (Homo sapiens), P43220 | HEK293 GLP-1R CRE-luciferase, luminescence, 24 h; GLP-1R form is constitutively active | Potency, µM (doses to about 38.3 µM), for inactives: top-dose activity change, negative = inhibition, actives largely listed as inhibitors | actives 1.6% (n = 410,000); note: potency is the fitted concentration of half-maximal effect; % is set by controls: 0 for no effect and ±100 for the full control effect; nearly all actives have a fitted effect of over 55% in size
Target sequence (P43220 whole entry, looked up): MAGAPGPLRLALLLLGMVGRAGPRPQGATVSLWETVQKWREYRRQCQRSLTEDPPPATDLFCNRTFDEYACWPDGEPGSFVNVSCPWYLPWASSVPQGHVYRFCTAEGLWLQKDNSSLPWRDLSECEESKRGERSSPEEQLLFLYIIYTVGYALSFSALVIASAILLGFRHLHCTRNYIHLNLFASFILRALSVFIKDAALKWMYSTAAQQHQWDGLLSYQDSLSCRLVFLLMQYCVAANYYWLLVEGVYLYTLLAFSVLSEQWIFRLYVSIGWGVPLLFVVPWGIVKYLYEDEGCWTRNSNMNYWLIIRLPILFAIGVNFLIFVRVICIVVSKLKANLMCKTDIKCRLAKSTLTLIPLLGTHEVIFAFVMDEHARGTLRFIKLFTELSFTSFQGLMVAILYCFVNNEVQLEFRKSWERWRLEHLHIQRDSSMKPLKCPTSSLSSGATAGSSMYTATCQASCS
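HEK293 cells stably co-expressing constitutively active GLP-1R and a cAMP-responsive luciferase reporter were seeded in DMEM with 10% Nu serum, given compounds after 12 h, and incubated 24 h at 37 deg C. Luminescence was then read.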
PTHR1 agonist = qHTS for PTHR1 Agonists: Primary Screen | Parathyroid hormone/parathyroid hormone-related peptide receptor (Homo sapiens), Q03431 | HEK293 GP2 PTHR1 cells, GloSensor cAMP luminescence, 1 h | Potency, µM (top dose mostly 115 µM), inactives show at the top dose activation, hits mostly activators | actives 0.075% (n = 410,000); note: potency is the fitted concentration of half-maximal effect; nearly all actives have a fitted effect of over 55% in size; some results filed as inactive show a strong effect at the top dose; inactives centre near -15; many of its hits are not listed in these tables
Target sequence (Q03431 whole entry, looked up): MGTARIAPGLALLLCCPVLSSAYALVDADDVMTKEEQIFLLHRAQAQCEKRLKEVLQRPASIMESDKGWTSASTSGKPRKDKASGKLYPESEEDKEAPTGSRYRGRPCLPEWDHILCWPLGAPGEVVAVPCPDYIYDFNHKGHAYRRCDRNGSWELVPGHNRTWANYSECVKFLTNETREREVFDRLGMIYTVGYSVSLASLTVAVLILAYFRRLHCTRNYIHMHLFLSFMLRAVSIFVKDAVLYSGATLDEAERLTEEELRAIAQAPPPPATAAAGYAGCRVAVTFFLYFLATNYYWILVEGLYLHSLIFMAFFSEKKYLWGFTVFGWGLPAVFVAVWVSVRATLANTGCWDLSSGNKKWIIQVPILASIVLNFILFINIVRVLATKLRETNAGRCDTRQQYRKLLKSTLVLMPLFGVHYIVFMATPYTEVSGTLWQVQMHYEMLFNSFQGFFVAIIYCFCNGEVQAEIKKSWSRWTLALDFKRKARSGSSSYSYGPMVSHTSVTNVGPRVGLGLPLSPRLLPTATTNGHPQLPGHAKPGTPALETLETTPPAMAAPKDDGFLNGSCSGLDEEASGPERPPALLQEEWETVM
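HEK-293-derived GP2 cells expressing PTHR1 and a GloSensor cAMP reporter, 3,000/well, plated overnight, given luciferin plus IBMX (each 0.5 mM as added) for 1 h at 37 °C, then compound for 1 h at 37 °C. Luminescence was read after 15 min at room temperature.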
Mm-Cpn inhibitor = Inhibitors of TCP-1 ring complex (TRiC) of Methanococcus maripaludis (MmCpn): qHTS. Chaperonin Mm-Cpn (Methanococcus maripaludis). purified Mm-Cpn ATPase, ADP Transcreener TR-FRET. Potency, µM (series often up to 76.9 µM), for inactives: at the top dose activity, negative = inhibition, usual class: inhibitors. actives 0.031% (n = 330,000). AID 504842, 2011; note: potency is the fitted concentration of half-maximal effect; % is set by controls: 0 for no effect and ±100 for the full control effect; nearly all actives have a fitted effect of over 80% in size
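Eu-cryptate anti-ADP/ADP-d2 competition gives a ratio inversely related to ADP. Enzyme at 25 nM was pre-exposed to compound for 10 min, then given 10 uM ATP for 30 min, 37°C throughout.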
Active calls of the source: *; i = inactive; ? = inconclusive; · = no result given; & = joins results of further samples; [ ] = another dose, or the depositor's remark. Unless noted, calls come from the whole dose curve; as a rule, active = well fitted curve in the direction sought with a large enough effect; inconclusive = small, poorly fitted or top-dose-only effect, or another doubt; inactive = no such curve, though single readings can be large; an effect the other way counts as inactive or inconclusive.

Every second line gives: aSyn rescue, FUS suppressor, Abeta rescue, GLP1R cytotox, pAkt inh, TDP-43 yeast inh, GLP-1R inv ag, PTHR1 agonist, Mm-Cpn inhibitor
> COc1cc(NC(=O)COc2ccc(-n3cnnn3)cc2)cc(OC)c1OC
  -7%, 39%, 2%, 16%, i, -6%, 4%, -4%, 3%
> Cc1ccc(C(=O)Nc2nnc(-c3ccco3)o2)cc1
  19%, 2%, 22%, -4%, i, 7%, ?, -52%[inhibitor], 1%
> Cn1c(SCc2ccccc2)nc2ccsc2c1=O
  6%, 16%, -25%, 3%, i, ?, ?, -23%, -3%
> COc1cccc(N2CCN(c3ncnc4onc(-c5ccc(F)cc5)c34)CC2)c1
  ·, -21%, 9%, 0%, ·, 10%, 1%, i, ·
> CCCCn1c(-c2ccoc2C)n[nH]c1=S
  0%, 11%, 4%, -44%, i, 2%, 0%, i, -2%
> COc1cccc2[nH]c3ccccc3c(=O)c12
  -37%[inhibitor], -14%, -21%, ·, i, 5%, 10%, -24%, 1%
> COc1ccc(C)cc1NC(=O)CNC(C)C(=O)Nc1cc(Cl)ccc1Cl (stereo unspecified)
  9%, 7%, 18%, -12%, i, 26%, ?, -25%, 0%
> O=C(Cn1c(=O)oc2ccccc21)Nc1ccc(Cl)cc1
  17%, 10%, 3%, -11%, i, 23%, 14%, -19%, -1%
> CC(=O)c1ccc(OCC(=O)Nc2c(C)nn(-c3ccccc3)c2C)cc1
  1%, 31%, -4%, -4%, i, -4%, 3%, i, 2%
> O=C(CN1C(=O)NC2(CCCC2)C1=O)NCc1ccc(Cl)cc1
  0%, 0%, 2%, 2%, i, 11%, -9%, -22%, 2%
> CCn1cc(/C=C(\NC(=O)c2ccccc2OC)C(=O)N2CCOCC2)c2ccccc21
  2%, 26%, 6%, -2%, i, 0%, ?, -7%, ·
> O=C(CSc1nccn1-c1cccc(Cl)c1)Nc1cccc2ccccc12
  ·, 22%, 29%, -12%, ·, 16µM*, ?, -24%, ·
> Cc1ccc(N2CC(C(=O)Nc3nnc(C(C)C)s3)CC2=O)cc1 (stereo unspecified)
  12%, 14%, 14%, -4%, i, ?, 3%, i, 0%
> COc1ccc(-c2noc(CSc3nnc(-c4ccncc4)n3-c3cccc(C)c3)n2)cc1OC
  ·, ?, -9%, 4%, ·, 20%, 18%, i, ·
> Cc1ccn2c(Cc3ccccc3)c(-c3ccccc3)nc2c1
  -8%, -5%, -2%, 0%, i, 3%, -12%, -4%, ·
> CC1CCN(C(=O)c2[nH]cnc2C(=O)N[C@@H](CCCCNC(=O)OC(C)(C)C)C(=O)OC(C)(C)C)CC1
  0%, 25%, -12%, 5%, i, -20%, 11%, 17%, -5%
> CC(C)(C)C(=O)/C=C/Nc1ccccc1O
  -8%, 34%, -9%, 0%, i, -29%, -4%, 3%, -1%
> CN(CC(=O)Nc1ccc(Cl)cc1)C(=O)Cc1c(F)cccc1Cl
  0%, 3%, 16%, -12%, i, 14%, ?, -13%, 4%
> COc1ccc(C2c3cc(OC)c(OC)cc3CC(=O)N2c2cccc(C#N)c2)cc1 (stereo unspecified)
  ·, 32%, -12%, ?, ·, 16%, 10%, i, ·
> O=C(Nc1ccc(Oc2ccccc2)cc1)C1CCN(c2c3c(nc4ncnn24)CCC3)CC1
  0%, ?, 10%, ?, i, ?, -1%, -31%, 1%
> Cc1cc(N2CCN(C)CC2)nc2ccc(NC(=O)Nc3ccccc3Br)cc12
  ·, 11%, -11%, -19%, ·, 19%, ?, i, ·
> CN1CCN(C2CCN(Cc3ccc(O)c4ncccc34)CC2)CC1
  ·, -8%, 0%, ·, ·, ·, ·, 4%, -1%&-10%
> COc1ccc(C(=O)Nc2ccnn2C2CCN(C(=O)C3CCOC3)CC2)cc1 (stereo unspecified)
  -7%, 2%, 2%, -13%, i, 1%, -6%, i, 0%
> Cc1c(C)n(Cc2ccc(F)cc2)c2ccc(C(=O)NCc3ccco3)cc12
  ·, -4%, -12%, -20%, ·, 5%, ?, -7%, ·
> Nc1nc(F)cc(NCc2ccccc2)n1
  -11%, -5%, -5%, 2%, i, 21%, 12%, -3%, 0%
> COc1ccc(OC)c(C2(O)CSC(=Nc3cccnc3)N2Cc2ccco2)c1 (stereo unspecified)
  1%, -20%, -12%, 5%, i, 18%, ?, -23%, 3%
> COc1cc(Cl)c(C)cc1NC(=O)CSc1ccc(C)cc1
  10%, 4%, 7%, 5%, i, -10%, ?, i, 0%
> O=C(Nc1c(C(=O)c2ccccc2)oc2ccccc12)c1ccc(F)cc1
  ·, 20%, -11%, 5%, ·, 15%, 8%, -5%, ·
> COc1ccc(OCc2cc(C(=O)N(Cc3nccn3C)C(C)C)no2)c2ccccc12
  5%, -1%, 0%, -9%, ·, 5%, ?, -24%, 4%
> CCCSCCCNC(=O)c1cc2c(s1)CS(=O)(=O)C2
  -3%, 33%, -17%, -7%, i, -23%, 0%, i, -11%
> NNC(=O)CCN1CCN(Cc2ccccc2)CC1
  3%, -4%, 6%, -6%, i, 18%, -15%, i, 3%
> CCOc1ccc(-n2c(=O)c3c4c(sc3n(CC(=O)Nc3cccc(C(F)(F)F)c3)c2=O)CCCCC4)cc1
  ·, -1%, 4%, -11%, ·, 9%, 0%, i, ·
> CCc1ccc(-c2csc(-c3cc4cc(Br)ccc4oc3=O)n2)cc1
  ·, 6%, -6%, 13%, ·, -3%, 4%, -4%, ·
> CN1CCN(CCc2nc3cc(NC(=O)COc4ccccc4)ccc3n2C)CC1
  -5%, 10%, 9%, -2%, i, 4%, -8%, i, -1%
> CC(C)C(NC(=O)C1CCCCC1)C(=O)N1CCN(c2ccc(F)cc2)CC1 (stereo unspecified)
  0%, 2%, 10%, 6%, i, 6%, 0%, -9%[57.5 µM], 1%
> COc1ccc(CCn2nc(C)c([N+](=O)[O-])c2C)cc1
  10%, 11%, 2%, -20%, i, 16%, 12%, -19%, -2%
> COc1ccc(Nc2nc(-c3ccc(C)cc3)nc3ccccc23)c(OC)c1
  ·, 19%, 5%, -13%, ·, 26%, -16%, -40%[inhibitor], ·
> Cc1ccc(S(=O)(=O)CCC(=O)Nc2nc(-c3cccnc3)cs2)cc1
  0%, 10%, 10%, -2%, i, -3%, 6%, -3%, -2%
> COc1ccc(C(=O)Nn2c(SCC(=O)c3ccc(Cl)cc3)nc3ccccc3c2=O)cc1
  18%, 39%, 4%, -11%, i, -38%[inhibitor], 0%, -14%[57.5 µM], 1%
> Cc1cc(C)cc(N(CC(=O)NCCSCc2ccccc2)S(C)(=O)=O)c1
  4%, 15%, 7%, 2%, i, 27%, ?, i, 2%
> CC1Cc2cccc3ccc(=O)n(c23)C1 (stereo unspecified)
  8%, ·, -17%, -9%, i, 4%, 9%, -17%, ·
> CN(Cc1ccccc1)C(=O)c1ccc(NC(=O)Cc2ccc(NC(=O)C3CCN(C(=O)C4CCCC4)CC3)cc2)cc1
  -4%, ?, -4%, -2%, i, 8%, -18%, -27%, ·
> O=C(Oc1ccccc1)c1cccc(N2C(=O)CCC2=O)c1
  1%, 3%, 19%, 6%, i, 1%, 4%, -4%[57.5 µM], 1%
> C/[N+]([O-])=C/c1c(OCc2ccc(Cl)cc2Cl)ccc2ccccc12
  -6%, 9%, -5%, 0%[7.66 µM], i, 20%[9.22 µM], -8%[7.66 µM], -3%, 2%
> N#CC(=C1Nc2ccccc2N1)S(=O)(=O)c1ccccc1
  4%, 13%, -24%, 2%, i, 27%, 2%, -4%, -3%
> CN(Cc1nc(Cc2ccccc2F)no1)Cc1cccc2ncccc12
  13%, 0%, -12%, 1%, i, 27%, -11%, -26%, 0%
> COc1cc2c(-c3ccc4[nH]ccc4c3)c(-c3ccc(C#N)cc3)oc(=O)c2cc1OC
  0%, ?, 7%, 33%[activator], i, 17%, 23%, -11%, 3%
> Cc1ccc(OCc2ccc(C(=O)Nc3c(C)nn(Cc4c(F)c(F)c(F)c(F)c4F)c3C)o2)c([N+](=O)[O-])c1
  5%, 40%, 16%, 2%, i, 1%, -26%, -17%, 1%
> O=C(CSc1n[nH]c(=O)n1Cc1ccco1)Nc1ccccc1
  1%, -19%, 9%, -5%, i, 12%, -3%, i, 0%
> CC(=O)NC1(C(F)(F)F)C(=O)N(Cc2ccccc2)C2=C1C(=O)CC(C)(C)C2 (stereo unspecified)
  ·, 12%, 18%, -44%, ·, 2%, 14%, i, -2%
> O=C(CNc1ccccc1)N/N=C/c1cn(-c2ccccc2)nc1-c1ccccc1
  2%, ·, -3%, -14%, i, -1%, 5%, i, -1%

From PubChem

Only part of the results is shown; rates above refer to the full screens.
